TRPC4 agonist = activators of mouse TRPC4 channel, primary screen, Fluo4 calcium, HEK293 TRPC4beta/mu-opioid cells; AID 2237, 2010; Fluo4 calcium fluorescence; hits give high values; B-score at 10 µM; hit rate 0.49% among 310,000;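 active = B-score above 5 SD of library B-scores, and initial fluorescence ratio not above library mean plus 5 SD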;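 note: positive B-score marks a calcium rise read as TRPC4 activation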
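Assay system: HEK293 cells stably co-expressing mouse TRPC4beta and mu-opioid receptor / Timing: Fluo4 dye loading 45 min at room temperature, 110 s recording / Signal: Fluo4 calcium-sensitive dye fluorescence, kinetic, 1 Hz baseline / Read-out: integrated baseline-normalised fluorescence ratio, converted to per-well B score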
MrgX1 agonist = agonists of human MrgX1 receptor, primary screen, HEK293 cells, Fluo-4 calcium flux | Mas-related G-protein coupled receptor member X1 (Homo sapiens), Q96LB2 | Fluo-4 calcium fluorescence, agonist mode; hits give high values | B-score at 10 µM | hit rate 0.44% among 310,000 | AID 588627, 2011;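 active = calcium response B-score plate-corrected fluorescence ratio at least 3 library SD, with starting fluorescence B-score inside 5 SD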
Target sequence (Q96LB2 whole entry, looked up): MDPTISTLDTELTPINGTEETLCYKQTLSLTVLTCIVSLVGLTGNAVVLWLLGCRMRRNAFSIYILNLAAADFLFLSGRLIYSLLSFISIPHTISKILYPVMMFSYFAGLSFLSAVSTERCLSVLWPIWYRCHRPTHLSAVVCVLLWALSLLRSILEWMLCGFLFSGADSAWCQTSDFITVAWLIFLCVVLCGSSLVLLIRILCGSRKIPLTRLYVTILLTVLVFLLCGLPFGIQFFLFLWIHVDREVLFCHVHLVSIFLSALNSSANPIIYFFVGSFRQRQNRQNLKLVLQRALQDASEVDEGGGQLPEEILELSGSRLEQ
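Material: HEK293 cells stably expressing human MrgX1 receptor | Quantity: 15,000 cells per well | Times: Cells plated overnight, dye loaded 0.5 h 37 °C, 0.5 h room temperature | Measured by: Kinetic Fluo-4 NW fluorescence of intracellular calcium | Control set: Positive and negative controls per plate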
TRPC4 potent = positive allosteric modulators of TRPC4, primary screen, cell-based, mouse TRPC4beta, HEK293 mu-opioid, Fluo-4 calcium. Short transient receptor potential channel 4 (Mus musculus), Q9QUQ5. DAMGO EC20, Fluo-4 Ca2+ flux; hits give high values. B-score at 10 µM. hit rate 0.42% among 310,000. AID 2227, 2009;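 active = B-score of calcium response area above 5 SD of library B-scores, with initial fluorescence ratio within 5 SD of library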;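 note: B-score of integrated fluorescence ratio over time as area under calcium response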
MrgX1 allo act = positive allosteric modulators of MrgX1, primary screen, HEK293 cells, Fluo-4 calcium flux. FDSS; hits give high values. hit rate 0.63% among 310,000. AID 588675, 2011. B-score at 10 µM. Mas-related G-protein coupled receptor member X1 (Homo sapiens), Q96LB2;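 active = plate-corrected calcium response at least 3 library SD above typical, normal starting fluorescence, not activating the receptor alone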;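 note: compound read alongside a low EC10 to EC30 dose of BAM8-22 agonist; peak minus trough fluorescence over baseline measured at the second addition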
HIF activator = HIF pathway transcriptional activators, primary screen, cell-based, U2OS HRE-luciferase, luminescence | AID 1910, 2009 | activation, % at 7.5 µM (by protocol) | U2OS HRE-luciferase reporter; normalized: DMSO 0%, desferrioxamine 100% | hit rate 0.32% among 300,000;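 active = mean activation of at least 10% of the iron chelator positive control signal, with at least half of replicates also reaching 10%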
TRPC6 inhibitor = mouse TRPC6 channel inhibitors, primary screen, cell-based, HEK293, membrane potential dye | AID 2553, 2010 | B-score at 10 µM | hit rate 1.1% among 310,000 | ACh-evoked depolarization; hits give low values;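 active = B-score under library mean minus 3 SD, initial fluorescence not abnormally high, positive integrated signal ratio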;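 note: B-score derived from integrated fluorescence ratio over the kinetic read; more negative B-score means stronger inhibition of depolarization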
TRPC4 inh = inhibitors of mouse TRPC4 channel, primary screen, Fluo4 calcium, HEK293 TRPC4beta/mu-opioid cells; AID 2247, 2010; B-score at 10 µM; hit rate 0.39% among 300,000; DAMGO-evoked Fluo4 calcium flux; hits give low values; Short transient receptor potential channel 4 (Mus musculus), Q9QUQ5;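 active = B-score over 3 SD under the library average, no early fluorescence shift, positive overall ratio signal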
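Signal: kinetic Fluo4 fluorescence imaging of calcium influx. Material: stable TRPC4beta/mu-opioid receptor HEK293 cells. Probe or stimulus: DAMGO in two steps, submaximal then maximal.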
PolyA inh = polyadenylation inhibitors in yeast reporter cells, primary screen, luminescence, S. cerevisiae. hit rate 0.02% among 300,000. S. cerevisiae SKY197-pL101 polyadenylation reporter, beta-gal luminescence; efflux-impaired pdr1/pdr3 knockout yeast; score 100 = 6 SD above DMSO. calls only at 12 µM. AID 1875, 2009;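 active = lowest replicate activity score at least 50, where 100 means six control SD above control mean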;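 note: yeast exposed to compound for 9 h at 30 °C; higher score means more reporter readthrough which indicates perturbed polyadenylation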
MrgX1 antagonist = antagonists of human MrgX1 receptor, primary screen, HEK293 cells, Fluo-4 calcium flux; Mas-related G-protein coupled receptor member X1 (Homo sapiens), Q96LB2; BAM8-22 antagonism; hits give low values; B-score at 10 µM; hit rate 1.3% among 310,000;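 active = calcium-response B-score plate-corrected more than 3 library SD below zero, starting fluorescence within 5 deviations, no agonist response on first addition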;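 note: peak minus trough fluorescence over baseline after final BAM8-22 challenge near maximal dose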
AI-2 QS mod = Vibrio harveyi AI-2 quorum sensing modulators, primary screen, JMH597 strain, luminescence/OD600 ratio | AID 2094, 2009 | Vibrio harveyi JMH597 AI-2 luminescence/OD600 ratio, 9 h; hits give low values; strain lacks LuxN and CqsS sensors; 0 = neutral-control median | activity change, % at 7.5 µM | hit rate 0.4% among 300,000; in the data active = activity change below about -75%, passing the limit was not always enough;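 note: luminescence divided by OD600 gain over 9 h not by final OD600 alone; inactives centre near 13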
TRPC6 activator = mouse TRPC6 channel activators, primary screen, cell-based, HEK293, membrane potential dye | Short transient receptor potential channel 6 (Mus musculus), Q61143 | HEK293-TRPC6 membrane potential dye fluorescence; hits give high values | B-score at 10 µM | hit rate 0.13% among 310,000 | AID 2550, 2010;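 active = B-score of the integrated fluorescence ratio above library mean plus 3 SD, and starting fluorescence ratio within library mean plus 5 SD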;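 note: higher score means more depolarization so channel activation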
Active calls of the source: *; i = inactive; · = not tested or not shown. Some of the compounds tested; the hit share may differ from the screen's.

SMILES	TRPC4 agonist	MrgX1 agonist	TRPC4 potent	MrgX1 allo act	HIF activator	TRPC6 inhibitor	TRPC4 inh	PolyA inh	MrgX1 antagonist	AI-2 QS mod	TRPC6 activator
Cc1c(C(N)=O)sc2ncn(CCOc3ccccc3)c(=O)c12	i	i	i	i	0.0	i	i	i	i	0.1	i
CC(C(=O)O)N1C(=O)C2C3c4ccccc4C(c4ccccc43)[C@@H]2C1=O (stereo not given in full)	i	i	i	i	-2.5	i	i	i	i	23.4	i
CCOc1ccc(N(CC(=O)Nc2cccc(Br)c2)S(C)(=O)=O)cc1	i	i	i	i	3.3	i	i	i	i	-13.3	i
O=C(N/N=C\c1cccnc1)c1ccc(Br)s1	i	i	i	i	1.1	i	i	i	i	20.7	i
Cc1cc(/C=C2\Cc3ccccc3C2=O)c(C)n1-c1ccccc1	i	i	i	25.5*	-4.4	i	i	i	i	35.2	i
Cc1ccc(C(C)NC(=O)c2ccco2)cc1 (stereo not given)	i	i	i	i	-0.1	i	i	i	i	16.1	i
COC(=O)c1scc(C)c1NC(=O)C(Cl)c1ccccc1 (stereo not given)	i	i	i	i	-0.4	i	i	i	i	-6.0	i
COc1ccccc1/C=N/NC(=O)C(NC(=O)c1ccccc1)=C(C)C	i	i	i	i	-0.7	i	i	i	i	-3.3	i
Cc1ccc(-c2nc(NCCCO)c3ccccc3n2)cc1	i	i	i	i	1.4	i	i	i	i	9.8	i
CC1(C)CC(N2CCN(C(c3ccccc3)c3ccccc3)CC2)=CC(=[N+]2CCCCC2)C1	i	i	i	i	1.4	i	i	i	-4.89*	11.1	i
O=C(Cc1cccc2ccccc12)N/N=C/C=C/c1cccc([N+](=O)[O-])c1	i	i	i	i	0.0	i	i	i	i	4.7	i
CCCCn1c(N)c(N(CCOC)C(=O)c2cccc(S(=O)(=O)N(CC)c3ccccc3)c2)c(=O)[nH]c1=O	i	i	i	i	0.3	i	i	i	i	22.6	i
C/C(=N\N1CCCCC1)c1ccccc1O	i	i	i	i	1.6	i	i	i	i	-7.4	i
Cc1cc(C)c(OCCOCCN2CCN(C)CC2)c(Cl)c1	i	i	i	i	-0.8	i	i	i	i	·	i
Cc1cc(C)c2c(C)nn(C3CCCCC3)c2n1	i	i	i	i	-0.6	i	i	i	i	4.1	i
COC(=O)c1ccc(COC(=O)c2ccccn2)cc1	i	i	i	i	-7.4	i	i	i	i	19.1	i
O=C(Nc1ccc(Cl)c(Cl)c1)Nc1nnc(CSc2ccccc2)s1	i	i	i	i	·	i	i	i	i	1.4	i
O=C(NC(Cc1c[nH]c2ccccc12)C(=O)O)/C(=C\c1ccccc1)NC(=O)c1ccccc1 (stereo not given)	i	i	i	i	-0.1	i	i	i	i	0.9	i
CCOC(=O)C(CCCCC(NC(C)=O)(C(=O)OCC)C(=O)OCC)(NC(C)=O)C(=O)OCC	i	i	i	i	-0.2	i	i	i	i	·	i
COc1ccc(/C=N\NC(=O)c2ccc(F)cc2)cc1COc1ccccc1C(N)=O	i	i	i	i	-0.5	i	i	i	i	23.1	i
O=C(NC1CCCCC1)C(c1ccco1)N(Cc1ccco1)C(=O)c1ccco1 (stereo not given)	i	i	i	i	-0.2	i	i	i	i	19.2	i
COc1ccc(-n2c(=O)c3c4c(sc3n(CC(=O)NC3CCCC3)c2=O)CCCC4)c(OC)c1	i	i	i	i	·	i	i	i	i	-2.7	i
COc1ccc(C(C(=O)NC2CCCCC2)N(C(=O)CCCC(=O)Nc2ccccn2)c2ccc3c(c2)OCCO3)cc1 (stereo not given)	i	i	i	i	0.0	i	i	i	i	15.7	i
Cc1ccc(C)c(N(CC(=O)NN=C2CCCCCCC2)S(C)(=O)=O)c1	i	i	i	i	0.0	i	i	i	i	36.3	i
OC(COCc1ccco1)CN1CCN(c2ccccc2)CC1 (stereo not given)	i	i	i	i	-0.6	i	i	i	i	32.8	i

Entries above printed as active in MrgX1 antagonist:
Structure | MrgX1 agonist | TRPC4 potent | TRPC4 inh | PolyA inh | MrgX1 antagonist | AI-2 QS mod | TRPC6 activator
CC1(C)CC(N2CCN(C(c3ccccc3)c3ccccc3)CC2)=CC(=[N+]2CCCCC2)C1 | i | i | i | i | -4.89* | 11.1 | i

(next part)
SMILES	TRPC4 agonist	MrgX1 agonist	TRPC4 potent	MrgX1 allo act	HIF activator	TRPC6 inhibitor	TRPC4 inh	PolyA inh	MrgX1 antagonist	AI-2 QS mod	TRPC6 activator
CN(C(=O)CS(=O)(=O)c1cn(CC(=O)N2CCCCC2)c2ccccc12)c1ccccc1	i	i	i	i	0.3	i	i	i	i	6.8	i
Cc1cc([N+](=O)[O-])cnc1N1CCOCC1	i	i	i	i	-0.7	i	i	i	i	4.2	i
O=C(Cc1c(O)c2ccccc2[nH]c1=O)NCc1ccccc1F	·	i	·	i	-0.5	·	·	i	i	13.7	·
CN(CC(=O)Nc1ccc(F)cc1)C(=O)COC(=O)CNC(=O)c1sc2ccccc2c1Cl	i	i	i	i	0.3	i	i	i	i	·	i
CCOc1cccc(C(=O)Nc2ccc(N3CCN(S(C)(=O)=O)CC3)cc2)c1	i	i	i	i	-1.7	i	i	i	i	16.2	i
COc1ccccc1CCN=C(N)NS(=O)(=O)c1ccc(C)cc1	i	i	i	i	0.2	i	i	i	i	-3.6	i
COc1ccc(N2CCN(C(=O)c3c(-c4c(F)cccc4Cl)noc3C)CC2)cc1	i	i	i	i	-0.2	i	i	i	i	23.7	i
CCCC(=O)Nc1ccc(C(=O)N2CCCC2)cc1	i	i	i	i	-0.7	i	i	i	i	23.6	i
COC(=O)c1ccc(CNC(=O)COc2ccccc2Br)o1	i	i	i	i	-0.1	i	i	i	i	-3.8	i
CCOC(=O)c1sc(Nc2ccc(Br)cc2)nc1C	i	i	i	i	3.1	i	i	i	i	-56.9	i
O=C1COc2ccc(C(=O)CSc3nnc(Cc4cccs4)n3-c3ccc(Cl)cc3)cc2N1	i	i	i	i	-0.6	i	i	i	i	26.0	i
CCC(CC)c1nnc(NC(=O)C2COc3ccccc3O2)s1 (stereo not given)	i	i	i	i	1.1	i	·	i	i	9.8	i
O=C(OCc1cc(=O)n2cc(Br)ccc2n1)C1COc2ccccc2O1 (stereo not given)	i	i	i	i	0.4	i	i	i	i	24.5	i
CCc1nnc(NS(=O)(=O)c2ccc(NC(=O)c3ccccc3O)cc2)s1	i	i	i	i	-0.4	i	i	i	i	18.1	i
CC(C)c1ccc(NC(=O)Cn2nnc(C(=O)NCc3ccc4c(c3)OCO4)c2N)cc1	i	i	i	i	-0.6	i	i	i	i	10.3	i
Cc1cc(C)c(NC(=O)CS(=O)CC(=O)NCC2CCCO2)c(C)c1 (stereo not given)	i	i	i	i	-0.5	i	i	i	i	21.1	i
CN(C)S(=O)(=O)c1ccc(Cl)c(C(=O)NC2=NCCS2)c1	i	i	i	i	0.5	i	i	i	i	10.0	i
CCC(C)(C)n1nnnc1C(C(C)C)N(Cc1ccco1)Cc1cc2cc3c(cc2[nH]c1=O)OCO3 (stereo not given)	i	i	i	i	-0.6	i	i	i	i	·	i
C[C@@H](CSc1ccccc1)CN1CC[C@H](C(C)(C)C)CCC1=O	i	i	i	i	0.4	i	i	i	i	13.6	i
CC(C)(C)C(=O)Nc1ncc(C(F)(F)F)cc1Cl	i	i	i	i	-0.3	i	i	i	i	11.2	i
COc1ccc(N2CCN(C(=O)CSc3nnc(-c4ccc5[nH]c(C)c(C)c5c4)o3)CC2)cc1	i	i	i	i	·	i	i	i	i	17.9	i
CC1CC(=O)N(c2ccc(N(C)Cc3ccccc3)c([N+](=O)[O-])c2)C1=O (stereo not given)	i	i	i	i	0.1	i	i	i	i	10.0	i
Cc1cc(C)c(S(=O)(=O)N(C)CC(=O)NCc2ccccn2)c(C)c1	i	i	i	i	0.2	i	i	i	i	12.2	i
COc1ccccc1C/C(N)=N/OC(=O)c1cccc([N+](=O)[O-])c1	i	i	i	i	0.1	i	i	i	i	9.0	i
O=C(NCc1ccncc1)c1cncc(Br)c1	i	i	i	i	0.1	i	i	i	i	18.9	i
Continuation.
SMILES	TRPC4 agonist	MrgX1 agonist	TRPC4 potent	MrgX1 allo act	HIF activator	TRPC6 inhibitor	TRPC4 inh	PolyA inh	MrgX1 antagonist	AI-2 QS mod	TRPC6 activator
CCOc1ccc2noc3c2c1C(=O)c1ccccc1-3	i	i	i	i	0.4	i	i	i	i	19.8	i
Cc1ccc(OCC(O)CN2C(=O)NC(C)(C)C2=O)cc1C (stereo not given)	i	i	i	i	-0.1	i	i	i	i	24.1	i
Cc1cccc(Nc2nc(-c3ccc(O)cc3O)cs2)n1	i	i	i	i	3.4	i	i	i	i	·	i
COCc1cc(=O)n2c(-c3ccccc3OC)n[nH]c2n1	i	i	i	i	-0.2	i	i	i	i	35.6	i
CCOC(=O)C1=C(C)N(CCCCCC(=O)O)C(=O)NC1c1cccc([N+](=O)[O-])c1 (stereo not given)	i	i	i	i	-0.6	i	i	i	i	24.7	i
CCn1c(SCC(=O)Nc2ccc3c(c2)OCCO3)nnc1-c1ccncc1	i	i	i	i	-0.3	i	i	i	i	21.6	i
Cc1ccc(C)c(N2C(=N)S/C(=C\c3ccc(-c4ccccc4C(=O)O)o3)C2=O)c1	i	i	i	11.5*	-0.3	i	i	i	i	36.1	i
CS(=O)(=O)N(CC(=O)Nc1c(F)cccc1F)c1cccc([N+](=O)[O-])c1	i	i	i	i	0.0	i	i	i	i	17.4	i
CCCC(C)NNC(=O)c1cc2ccccc2[nH]1 (stereo not given)	i	i	i	i	-0.2	i	i	i	i	37.5	i
CC(C)(C)n1nnnc1C(c1cccc(C#N)c1)N1CCCc2ccccc21 (stereo not given)	i	i	i	i	-0.3	i	i	i	i	2.7	i
